# Screening data deposited in PubChem by several laboratories.
# Wnt act: activates Wnt/beta-catenin signaling in a reporter cell assay; activator, plate reader; activation, % at 9.35 µM; actives 1.2% (n = 300,000); AID 743398; in the data active = activation above about 30%, passing the limit was not always enough;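 note: 0% = neutral control wells and 100% = positive control wells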
# MOR-DOR ag: agonists of human mu-delta opioid receptor heterodimerization; P35372+P41143; actives 0.3% (n = 340,000); cells, OPRM1-OPRD1 heterodimerization, luminescence; activation, % at 9.3 µM; in the data active = activation above about 18%;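 note: 0% = vehicle-treated cells and 100% = reference agonist; values of inactives mirror those of a sister screen read the other way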
# Keap1 Nrf2 FP: inhibitors of human Keap1-Nrf2 protein-protein interaction | Q14145 | Keap1 Kelch-Nrf2 peptide fluorescence polarization, 1536-well | inhibition, % at 9.4 µM | actives 0.15% (n = 340,000) | AID 504523; in the data active = inhibition above about 12%;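 note: human Keap1 Kelch domain with fluorescein labeled Nrf2 9mer peptide probe; 0% = neutral control wells and 100% = peptide positive control; higher means more block of Keap1 binding to Nrf2 peptide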
# Target sequence (Q14145 whole entry, looked up, the tested form may be a part): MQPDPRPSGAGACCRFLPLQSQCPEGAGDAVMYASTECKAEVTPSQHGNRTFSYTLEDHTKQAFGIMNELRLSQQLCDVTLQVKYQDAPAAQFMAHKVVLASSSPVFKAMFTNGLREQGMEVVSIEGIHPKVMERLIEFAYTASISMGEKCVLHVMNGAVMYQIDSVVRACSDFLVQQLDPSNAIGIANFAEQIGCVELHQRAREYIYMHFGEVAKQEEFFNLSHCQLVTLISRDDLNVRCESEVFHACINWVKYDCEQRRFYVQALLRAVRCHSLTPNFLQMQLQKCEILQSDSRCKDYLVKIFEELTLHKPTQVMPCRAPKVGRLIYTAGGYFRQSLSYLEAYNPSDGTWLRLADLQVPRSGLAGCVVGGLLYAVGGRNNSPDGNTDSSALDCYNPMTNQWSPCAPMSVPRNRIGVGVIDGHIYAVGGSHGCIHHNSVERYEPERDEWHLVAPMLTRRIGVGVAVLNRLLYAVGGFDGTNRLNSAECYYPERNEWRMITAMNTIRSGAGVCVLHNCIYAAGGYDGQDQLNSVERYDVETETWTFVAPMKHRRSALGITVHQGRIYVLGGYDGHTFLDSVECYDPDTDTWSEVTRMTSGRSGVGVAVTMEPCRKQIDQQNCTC
# DSG3 Ab inh: human desmoglein-3 autoantibody binding inhibition. DSG3-coupled beads, scFv-anti-DSG3-GFP binding, flow cytometry; hits give low values. actives 0.48% (n = 310,000). AID 588358. binding (percent of control), % at 10 µM;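 active = binding more than 3 SD below its plate's average and above zero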;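 note: hits lower antibody fragment binding to DSG3; some compounds called inactive have numbers as strong as hits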
# cardiac RTF act: increases calcium sensitivity of human cardiac regulated thin filaments; activation, % at 7.2 µM; actives 0.24% (n = 340,000); IANBD-labeled TnC RTF fluorescence at EC20 calcium; 0% EC20 calcium, 100% full calcium; P19429+P45379;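 active = activation above the mean over all tested compounds plus 3 SD, cut at about 30% in these data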;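 note: rise in fluorescence read as greater calcium sensitivity of cardiac thin filaments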
# Arrestin-AP2 inh: blocks beta-arrestin peptide binding to AP2 adaptin; FITC-arrestin peptide / GST-AP2 beads, flow cytometry; AP2 beta2 appendage carries R879A mutation; inhibition, % at 10 µM; actives 0.31% (n = 340,000);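 active = inhibition above a set limit, near 3 SD of compounds lacking own fluorescence, cut at about 54% in these data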;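 note: plate controls were DMSO wells for no effect and 5 µM unlabelled arrestin peptide for full effect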
#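 Assay system: GST-AP2 R879A bound to glutathione beads, E. coli-expressed; Medium: PBS with 0.05% Tween 20 and 0.1% BSA; Also added: fluorescein-tagged arrestin peptide at 50 nM final; Timing: 12 min plus 1 h, RT; Measured by: flow cytometry, FL1 (488/535 nm); Evaluation: percent drop in bead-associated FITC signal.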
# V-ATPase pH: yeast V-ATPase proton transport regulation by pHLuorin; S. cerevisiae, pHLuorin cytosolic pH fluorescence; response, % at 10 µM; actives 0.37% (n = 350,000); in the data active = response mostly above about 7.3%, no sharp cut-off; inactive = mostly below about 5.4%; note: actives read high; inactives centre near 0; some compounds called inactive have numbers as strong as hits; reference of the scale not given here
# Cardiac RTF inh: cardiac RTF calcium desensitization. P19429+P45379. IANBD-labeled cardiac RTF, Ca2+ fluorescence. inhibition, % at 7.15 µM. actives 0.12% (n = 340,000);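 active = inhibition above the mean inhibition of all tested compounds plus 3 SD, cut at about 17% in these data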;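 note: assay run at fixed EC70 calcium of 1.6 mM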
# C-LANA FP: blocks KSHV LANA C-terminal domain binding to DNA. MBP-C-LANA/FAM-LBS DNA binding, fluorescence polarization. inhibition, % at 9 µM. actives 0.078% (n = 340,000). AID 504423;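 active = highest replicate inhibition at or above 60% at 9 µM, even if other replicates fall short; inactive = all replicates below 60% inhibition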;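 note: 0% = neutral control wells and 100% = 4 µM acridine orange control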
# MOR-DOR inv ag: inverse agonist of human OPRM1-OPRD1 heterodimerization; P35372+P41143; cell-based MOR-DOR heterodimer luminescence, inverse agonism; inhibition, % at 9.3 µM; actives 0.21% (n = 340,000); AID 504357; in the data active = inhibition above about 22%, passing the limit was not always enough;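 note: 0% = cells with DMSO and 100% = wells without cells with DMSO; values of inactives mirror those of a sister screen read the other way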
# * hit, by the source's call; / = not tested or not shown.
SMILES,Wnt act,MOR-DOR ag,Keap1 Nrf2 FP,DSG3 Ab inh,cardiac RTF act,Arrestin-AP2 inh,V-ATPase pH,Cardiac RTF inh,C-LANA FP,MOR-DOR inv ag
Cc1nc(CNS(=O)(=O)c2cccc(F)c2)cs1,-4,-2.5,1,101,1,8,1,3,-0.5,15
CC(C)N(Cc1ccccc1)C(=O)CSc1nccn1C,-1,-0.9,0,97,2,-6,-1,1,-0.7,5
O=C(Oc1ccc2c3c(c(=O)oc2c1)CCCC3)c1cccs1,0,1.2,-5,102,-9,-4,-1,-31,1.6,-9
CCOc1ccc(CNCCNC(=O)c2nonc2N)cc1,-2,-2.6,-7,101,5,-5,3,4,0.8,14
C/C=C1\C(OC2OC(CO)C(O)C(O)C2O)OC=C(C(=O)OC)C1CC(=O)OCC1C(C)C(OC(=O)CC2C(C(=O)OC)=COC(OC3OC(CO)C(O)C(O)C3O)/C2=C\C)CC1C(CO)CO (stereo not drawn),-2,-2.4,-3,107,5,6,0,2,3.4,12
Cc1cccc(/C=C2/Sc3ccc(C(=O)N4CCOCC4)cc3NC2=O)c1,-2,2.2,-3,/,1,39,-2,-20,2.9,-11
CCNc1nc(NCc2ccccc2)nc(Oc2ccc(=O)[nH]n2)n1,-9,1.8,0,109,-2,2,-3,-5,1.1,-10
CCOC(=O)c1cnc2ccccc2c1Nc1ccc(C(=O)O)cc1,6,-1.1,-4,104,18,5,0,-9,-0.7,6
CC1CC1c1ccc(/C=C(\C#N)C(=O)Nc2cc(Cl)ccc2Cl)o1 (stereo not drawn),/,1.2,3,93,7,-21,-2,-7,-0.9,-7
CC(NC(=O)c1ccc(Cl)cc1Cl)C(c1ccccc1)N1CCOCC1 (stereo not drawn),0,-1.0,-4,109,5,53,-1,2,-1.7,5
N=c1c2c3c(sc2ncn1N)CCCC3,0,-0.9,-7,115,12,-28,0,-9,1.2,5
CC(=O)NCCN=C(C)c1sc2ccccc2c1O,/,-1.4,1,99,-4,-5,0,-5,1.0,6
CCc1sc(N2C(=O)C3C4CCC(C4=C(C)C)C3C2=O)nc1-c1ccccc1 (stereo not drawn),/,2.8,-1,104,0,6,5,-5,-1.9,-15
COc1ccccc1C(=O)COC(=O)c1cc([N+](=O)[O-])ccc1N1CCOCC1,-5,-1.1,-5,108,-7,6,2,-2,0.7,7
Cc1ccc(C)c(NC(=S)N2CCN(CCO)CC2)c1,-2,-0.1,-7,/,5,-3,3,-2,-0.2,0
Cc1ccc(C(c2nnnn2C2CCCC2)N2CCc3ccccc32)cc1 (stereo not drawn),0,-0.5,-3,105,9,10,-1,1,1.0,2
COc1cc(C(=O)N/N=c2/sc3ccccc3n2C)cc(OC)c1OC,0,-2.5,-2,87,7,1,-2,1,-0.5,16
Cc1cccc(/C=N/n2c(-c3cc(-c4ccccc4)n[nH]3)n[nH]c2=S)c1,-3,8.0,-1,92,0,8,-1,7,0.3,-42
COc1ccccc1-c1coc2cc(O)cc(O)c2c1=O,/,-2.0,-2,103,-3,-2,2,3,-1.3,12
COc1ccccc1N(CC(=O)Nc1cccc(C(F)(F)F)c1)S(C)(=O)=O,/,2.0,2,103,6,-2,1,-10,2.5,-10
CNC(=O)COC(=O)/C=C/c1ccc(F)cc1,0,1.0,0,/,-5,-21,2,-1,-0.8,-4
NNC(=O)c1cc2nc(-c3cccs3)cc(C(F)(F)F)n2n1,-4,0.4,-1,102,2,1,-2,-17,1.5,-3
COc1ccc(CCNC(=O)CC(=O)N/N=C/c2ccc(C(=O)O)cc2)cc1OC,-1,-1.7,-2,105,3,-6,-1,0,0.2,9
COc1cccc(CN2CCN(C(=O)c3oc4c(F)cccc4c3C)CC2=O)c1,-3,-1.8,0,115,1,-14,3,-6,0.5,9
O=[N+]([O-])c1cc(-c2ncccn2)cs1,/,-0.9,-4,97,3,-6,0,-3,0.0,4
Cc1nc(NS(=O)(=O)c2ccccc2)sc1NC(=O)OC(C)C,/,0.3,2,103,2,1,0,1,0.6,-2
CC(O)c1nc2ccccc2n1Cc1ccc([N+](=O)[O-])cc1 (stereo not drawn),-4,-0.3,4,103,-2,8,2,-5,1.4,2
CC1CCCCN1C(=O)C(=O)c1cn(CC(=O)N2CCCC2)c2ccccc12 (stereo not drawn),-2,-2.7,0,95,-6,26,-5,-2,-0.3,14
CCn1c(COc2cccc(C)c2)nc2ccccc21,4,-3.2,3,104,3,18,-1,4,-2.8,15
CS(=O)(=O)Cc1cc(Sc2ccccc2)nc(-c2ccncc2)n1,-1,-3.9,1,97,0,4,1,-2,0.8,18
COc1cc(-c2nnc(Sc3ccc(C(F)(F)F)cc3[N+](=O)[O-])o2)cc(OC)c1OC,/,2.0,-5,99,5,3,0,-11,-0.9,-11
CN(Cc1ccc(F)cc1)C(=O)c1ccc(NS(=O)(=O)c2ccc3[nH]c(=O)[nH]c3c2)cc1,0,-1.3,-3,101,6,-15,-1,1,-1.6,8
COc1ccc(Br)cc1C(=O)Nc1cccc(NC(=O)c2ccco2)c1,/,-2.1,1,100,3,-3,-1,-8,0.6,11
Cc1cc[n+](CC(=O)c2ccc(NC(=O)c3ccccc3)cc2)cc1,-1,-0.3,3,103,-1,24,-3,-4,0.1,1
CC(=O)Nc1ccc(S(=O)(=O)Oc2cccc(/C=C3\SC(N)=NC3=O)c2)cc1,-1,-0.5,-1,102,-1,16,3,-7,-0.4,3
COc1ccc(C(=O)C2CCN(CC(=O)NCc3ccccc3)CC2)cc1,-4,1.5,-1,101,-2,32,2,-9,-0.6,-12
CC(Sc1nncn1C)C(=O)Nc1ccc(Cl)cn1 (stereo not drawn),-2,-2.7,-4,107,-2,-2,0,-10,0.3,16
CC(=O)N1CCc2c(sc(NC(=O)C3CC3)c2-c2nc3ccccc3s2)C1,-3,-1.9,1,103,0,0,1,-6,-4.8,11
O=C(CN1CCCc2ccccc21)N/N=C/c1c(O)ccc2ccccc12,2,13,-9,122,6,2,-2,-6,0.3,-73
Cc1ccc(S(=O)(=O)N(C)CC(=O)Nc2ccc(C)cn2)cc1,4,-3.3,6,90,3,-17,-1,-5,2.5,18
Cc1[nH]c2ccccc2c1SCC(=O)NNC(=O)Nc1ccc(OC(F)(F)F)cc1,0,-0.6,5,105,-9,-15,-1,3,0.9,3
COC(=O)c1cc(CSc2nnc(-c3ccccc3)c(-c3ccccc3)n2)oc1C,-5,-0.7,-4,100,4,0,1,3,-2.1,4
O=C(O)CC1(CC(=O)O)Nc2ccccc2SC1=O,-4,1.0,1,91,-3,7,1,6,1.3,-5
O=C(CCC(=O)NNC(=O)Cc1ccccc1)NCc1ccccc1,0,/,-2,102,/,11,3,/,2.1,/
C/C(=N\NC(=O)c1ccccc1[N+](=O)[O-])c1c(O)cc(C)oc1=O,-2,-1.4,-8,88,-1,9,3,-8,-0.8,7
Cc1cc(=O)oc(C)c1C(=O)N1CCN(Cc2ccc3c(c2)OCO3)CC1,/,-2.4,-2,110,-2,3,2,-4,-0.6,13
CC1CCCC(NC(=O)COC(=O)c2ccccc2Sc2ccccc2C#N)C1C (stereo not drawn),-2,0.2,2,130,-9,8,8,1,-1.6,-1
NNC(=O)C1CC1c1ccccc1 (stereo not drawn),-2,-2.6,-4,84,-4,22,-1,4,-0.7,13
O=C(CSc1nnc(-c2cccs2)o1)NCC1CN(Cc2ccccc2)CCO1 (stereo not drawn),/,-1.7,-4,104,0,-4,-3,-1,0.2,8
COc1ccc2c(n1)Sc1nc3ccccc3nc1N2,40*,8.6,-6,102,30*,33,5,-59,2.1,-50
O=[N+]([O-])c1cc(C(F)(F)F)cc([N+](=O)[O-])c1NCCNC(=S)Nc1cccc(F)c1,-1,16,3,/,-2,18,1,-2,-0.3,-81
COc1ccc(-c2nc3c(n2O)CCc2c-3no[n+]2[O-])cc1,24,-3.4,-1,96,-2,1,-1,-15,-1.9,18
Cc1nnc(SC(C)C(=O)NC2CCCCC2C)n1N (stereo not drawn),0,-2.4,-2,94,1,-14,/,-3,0.4,13
Cn1cccc1CNC1CCCC1,0,-0.8,-6,87,-6,12,-2,-1,0.1,5
Cc1cc2cc(CN(Cc3cccs3)C(=S)NCc3ccco3)c(=O)[nH]c2cc1C,-1,4.3,-12,104,-4,-6,2,2,-5.0,-23
CC1CCCCC1NC(=O)C1CCN(C(=O)c2sccc2-n2cccc2)CC1 (stereo not drawn),-3,-1.3,1,108,-2,-1,1,1,-2.4,7
Cc1ccccc1OCC(=O)N/N=C/c1ccco1,1,-0.9,-4,/,2,6,-5,-7,-0.2,5
COc1cc(NC(=O)Cn2c(=O)n(-c3cccc(C)c3)c(=O)c3c(C)c(C)sc32)cc(OC)c1,-2,-1.8,-4,76,-2,7,-1,8,0.1,9

# Ordered by SMILES length (ascending): some entries from above
SMILES,Wnt act,MOR-DOR ag,Keap1 Nrf2 FP,DSG3 Ab inh,cardiac RTF act,Arrestin-AP2 inh,V-ATPase pH,Cardiac RTF inh,C-LANA FP,MOR-DOR inv ag
Cn1cccc1CNC1CCCC1,0,-0.8,-6,87,-6,12,-2,-1,0.1,5
NNC(=O)C1CC1c1ccccc1 (stereo not drawn),-2,-2.6,-4,84,-4,22,-1,4,-0.7,13
Cc1ccccc1OCC(=O)N/N=C/c1ccco1,1,-0.9,-4,/,2,6,-5,-7,-0.2,5
Cc1nnc(SC(C)C(=O)NC2CCCCC2C)n1N (stereo not drawn),0,-2.4,-2,94,1,-14,/,-3,0.4,13
COc1ccc(-c2nc3c(n2O)CCc2c-3no[n+]2[O-])cc1,24,-3.4,-1,96,-2,1,-1,-15,-1.9,18
O=C(CSc1nnc(-c2cccs2)o1)NCC1CN(Cc2ccccc2)CCO1 (stereo not drawn),/,-1.7,-4,104,0,-4,-3,-1,0.2,8
Cc1cc2cc(CN(Cc3cccs3)C(=S)NCc3ccco3)c(=O)[nH]c2cc1C,-1,4.3,-12,104,-4,-6,2,2,-5.0,-23
COc1cc(NC(=O)Cn2c(=O)n(-c3cccc(C)c3)c(=O)c3c(C)c(C)sc32)cc(OC)c1,-2,-1.8,-4,76,-2,7,-1,8,0.1,9
O=[N+]([O-])c1cc(C(F)(F)F)cc([N+](=O)[O-])c1NCCNC(=S)Nc1cccc(F)c1,-1,16,3,/,-2,18,1,-2,-0.3,-81
